Screening data: PubChem, Sanford-Burnham Center for Chemical Genomics
mIAP block: mouse IAP inhibition; purified mouse IAP, CDP-Star luminescence, 30 min; inhibition, % at 10 µM; hit rate 0.2% among 330,000;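 active means inhibition of at least 40% at 10 µM in the primary screen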;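 further: plate controls were DMSO with enzyme for no effect and no enzyme wells for full effect; values of inactives mirror those of a sister screen read the other way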
SENP1 inh: SENP1 (human) catalytic domain inhibition | Q9P0U3 | recombinant SENP1 catalytic domain, CyPet-SUMO1-YPet FRET cleavage | inhibition, % at 10 µM | hit rate 0.21% among 360,000 | AID 624204;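 active means inhibition at least 30% at 10 µM, raw YFP signal under a set limit, fluorescence ratio 0.5 to 1.5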;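 further: 0% = enzyme with DMSO and 100% = no enzyme wells; some results filed as inactive read as strong as hits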
Target sequence (Q9P0U3 419-644 limits assumed): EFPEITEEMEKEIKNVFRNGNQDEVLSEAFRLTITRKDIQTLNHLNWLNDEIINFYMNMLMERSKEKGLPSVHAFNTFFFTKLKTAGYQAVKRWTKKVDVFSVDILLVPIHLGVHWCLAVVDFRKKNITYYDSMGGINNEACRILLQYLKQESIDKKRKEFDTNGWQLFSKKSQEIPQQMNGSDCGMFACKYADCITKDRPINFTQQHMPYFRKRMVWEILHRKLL
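Test system: recombinant human SENP1 catalytic domain, His6-tagged / Medium: pH 8 Tris buffer with EDTA, NaCl, BME, BSA, NP40, catalase / Also added: SUMO1 FRET substrate flanked by Cypet and Ypet, 25 nM / Times: 50 min reaction at room temperature / Signal: FRET, CFP and YFP emission / Control set: no-enzyme low control and enzyme-plus-DMSO high control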
hIAP inh: human IAP inhibition; P09923; inhibition, % at 10 µM; purified IAP, CDP-Star luminescence, 30 min; hit rate 0.12% among 330,000; AID 2544;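 active means inhibition reaching a set limit with compound at 10 µM in the primary screen, cut at about 35% in these data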;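 further: plate controls were DMSO wells with enzyme for no effect and no-enzyme buffer wells for full effect; values of inactives mirror those of a sister screen read the other way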
mIAP act: mouse IAP activation. hit rate 0.24% among 330,000. muIAP, CDP-Star luminescence, 30 min; active compounds read high; 1 = vehicle-only enzyme signal, 0 = enzyme-free wells. activation factor at 10 µM;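 active means activation factor of at least 2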; further: the source names both 10 and 20 µM as test concentration; values of inactives mirror those of a sister screen read the other way
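Assay system: mouse IAP enzyme; reagent: chemiluminescent substrate CDP-Star; dosing: test compounds delivered from DMSO solution; schedule: 30 min at room temperature; measured by: luminescence from enzymatic CDP-Star hydrolysis; controls: DMSO-only wells and no-enzyme negative control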
APOBEC3A inh: human APOBEC3A DNA deaminase inhibition. hit rate 0.41% among 330,000. P31941. recombinant A3A, FAM/TAMRA ssDNA deamination fluorescence. AID 493011. inhibition, % at 20 µM;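 active means at least 40% inhibition at 20 µM here, with at most 30% in a related deaminase screen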;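 further: plate controls were A3A with DMSO for no effect and wells lacking A3A enzyme for full effect; some results filed as inactive read as strong as hits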
Target sequence (P31941 whole entry, looked up): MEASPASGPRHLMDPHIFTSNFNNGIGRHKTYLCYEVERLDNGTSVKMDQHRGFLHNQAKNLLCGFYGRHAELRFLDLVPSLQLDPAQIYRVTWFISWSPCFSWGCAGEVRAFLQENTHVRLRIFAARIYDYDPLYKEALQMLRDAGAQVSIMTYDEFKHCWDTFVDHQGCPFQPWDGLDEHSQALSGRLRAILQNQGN
hIAP activ: increases human intestinal alkaline phosphatase activity. P09923. purified human IAP, CDP-Star luminescence, 30 min; active compounds read high; 1 = vehicle-only enzyme, 0 = enzyme-free background. activation factor at 10 µM. hit rate 0.16% among 330,000. AID 2524;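 active means activation factor of the enzyme at least 2-fold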; further: the source names both 10 and 20 µM as test concentration; values of inactives mirror those of a sister screen read the other way
APOBEC3G inh: inhibitors of human APOBEC3G DNA deaminase; Q9HC16; hit rate 0.28% among 330,000; recombinant A3G, ssDNA deamination FAM/TAMRA fluorescence; inhibition, % at 20 µM;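 active means inhibition of at least 40% at 20 µM, with no more than 30% in the related APOBEC3A deaminase screen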;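 further: plate controls were DMSO wells with A3G for no effect and wells lacking A3G enzyme for full effect; some compounds called inactive have numbers as strong as hits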
Target sequence (Q9HC16 whole entry, looked up): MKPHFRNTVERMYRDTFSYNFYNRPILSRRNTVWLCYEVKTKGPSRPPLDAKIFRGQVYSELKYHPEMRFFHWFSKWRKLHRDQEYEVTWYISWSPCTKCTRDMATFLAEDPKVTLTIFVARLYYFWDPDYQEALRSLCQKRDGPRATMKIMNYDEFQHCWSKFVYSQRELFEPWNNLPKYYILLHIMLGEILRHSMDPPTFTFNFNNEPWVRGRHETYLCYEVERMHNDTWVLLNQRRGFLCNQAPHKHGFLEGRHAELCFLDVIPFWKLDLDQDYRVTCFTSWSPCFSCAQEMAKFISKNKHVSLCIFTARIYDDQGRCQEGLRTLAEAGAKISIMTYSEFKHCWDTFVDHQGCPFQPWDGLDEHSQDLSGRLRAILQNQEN
MIN6 prolif: MIN6 beta-cell proliferation induction; MIN6 cells proliferation, ATPlite luminescence, 48 h; cells starved in 0.2% serum; 100% = growth in 10% serum; proliferation, % at 10 µM; hit rate 0.29% among 330,000; AID 2380;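 active means compounds whose signal lies at least 3.5 SD above the mean of all wells on their plate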;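 further: 0% = DMSO-treated cells in low-serum medium and 100% = 10% serum control; some compounds called inactive have numbers as strong as hits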
NALP3 yeast inh: blocks the NALP3 inflammasome reconstituted in yeast; Yeast reconstituted NLRP3/ASC/caspase-1, beta-gal luminescence, 24 h; AID 2825; hit rate 0.39% among 330,000; inhibition, % at 10 µM;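 active means inhibition of 50% or more; inactive means inhibition below 50%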;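 further: plate controls were induced DMSO wells for no effect and uninduced yeast grown without galactose for full effect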
* marks the source's active call; other numbers are inactive results.

For Cc1ccc(-n2nnnc2CNC(=O)C2CC(=O)N(c3ccc(F)cc3)C2)cc1C (stereo not given) the results were mIAP block -8, SENP1 inh 4, hIAP inh 0, mIAP act 1.1, APOBEC3A inh -1, hIAP activ 0.99, APOBEC3G inh -10, MIN6 prolif 12* and NALP3 yeast inh -4.
Cc1ccc(CNC(=O)c2cc(-c3ccccc3)nn2CC2CC(c3cccc([N+](=O)[O-])c3)=NO2)cc1 (stereo not given) was read as mIAP block 13, SENP1 inh 2, hIAP inh 15, mIAP act 0.87, APOBEC3A inh -1, hIAP activ 0.85, APOBEC3G inh -4, MIN6 prolif -4 and NALP3 yeast inh 22.
`Cc1ccc(NC(=O)Nc2ccc(Cl)cc2)c(Br)c1` gave mIAP block -66, SENP1 inh -2, hIAP inh 7, mIAP act 1.7, APOBEC3A inh -1, hIAP activ 0.93, APOBEC3G inh -4, MIN6 prolif -1 and NALP3 yeast inh 23.
O=C(O)c1ccc(NC(=O)c2cn(-c3ccccc3)nc2-c2ccc(F)cc2)cc1 was read as mIAP block -4, SENP1 inh 1, hIAP inh -3, mIAP act 1, APOBEC3A inh 0, hIAP activ 1, APOBEC3G inh -3, MIN6 prolif -3 and NALP3 yeast inh 3.
Screening CN(C)CCN(Cc1ccccc1)S(=O)(=O)c1ccc(-c2ccc(=O)[nH]n2)s1 returned mIAP block 2, SENP1 inh 2, hIAP inh -10, mIAP act 0.98, APOBEC3A inh 0, hIAP activ 1.1, APOBEC3G inh 2, MIN6 prolif -2 and NALP3 yeast inh 2.
`CC(=O)Nc1ccc(C(=O)CSc2nnc(Cn3nnc4ccccc43)n2C)cc1` gave mIAP block 7, SENP1 inh -2, hIAP inh 14, mIAP act 0.93, APOBEC3A inh -2, hIAP activ 0.86, APOBEC3G inh -4, MIN6 prolif -3 and NALP3 yeast inh 11.
`Cc1c(N=Cc2c(O)n(Cc3ccco3)c(=O)c3ccccc23)c(=O)n(-c2ccccc2)n1C` gave mIAP block 6, SENP1 inh -29, hIAP inh -3, mIAP act 0.94, APOBEC3A inh -7, hIAP activ 1, APOBEC3G inh 1, MIN6 prolif -2 and NALP3 yeast inh 13.
Cc1occc1C(=O)N1CCN(S(=O)(=O)c2ccc(F)cc2)CC1 was read as mIAP block 7, SENP1 inh -2, hIAP inh -2, mIAP act 0.93, APOBEC3A inh -4, hIAP activ 1, APOBEC3G inh -8, MIN6 prolif 1 and NALP3 yeast inh 6.
Screening COc1ccc2[nH]c(=O)c(CN(CC3CCCO3)S(=O)(=O)c3ccccc3F)cc2c1 (stereo not given) returned mIAP block 5, SENP1 inh 2, hIAP inh 10, mIAP act 0.95, APOBEC3A inh -1, hIAP activ 0.9, APOBEC3G inh -4, MIN6 prolif -3 and NALP3 yeast inh 11.
Screening COc1ccc(NC(=O)Cn2nnc(-c3ccccc3NS(=O)(=O)c3ccccc3)n2)cc1 returned mIAP block 0, SENP1 inh 1, hIAP inh -12, mIAP act 1, APOBEC3A inh -2, hIAP activ 1.1, APOBEC3G inh -5, MIN6 prolif -5 and NALP3 yeast inh -12.
For COc1ccc(C(=O)NC(Oc2ccccc2)C(Cl)(Cl)Cl)cc1 (stereo not given) the results were mIAP block -6, SENP1 inh 4, hIAP inh 3, mIAP act 1.1, APOBEC3A inh -2, hIAP activ 0.97, APOBEC3G inh -1, MIN6 prolif -2 and NALP3 yeast inh -2.
Screening CCOC(=O)CC(=O)CSc1nc(-c2cccnc2)ccc1C#N returned mIAP block -13, SENP1 inh -26, hIAP inh 12, mIAP act 1.1, APOBEC3A inh 1, hIAP activ 0.88, APOBEC3G inh -4, MIN6 prolif -2 and NALP3 yeast inh -2.

The last 3 compounds of the section above open the next one:
Screening COc1ccc(NC(=O)Cn2nnc(-c3ccccc3NS(=O)(=O)c3ccccc3)n2)cc1 returned mIAP block 0, SENP1 inh 1, hIAP inh -12, mIAP act 1, APOBEC3A inh -2, hIAP activ 1.1, APOBEC3G inh -5, MIN6 prolif -5 and NALP3 yeast inh -12.
For COc1ccc(C(=O)NC(Oc2ccccc2)C(Cl)(Cl)Cl)cc1 (stereo not given) the results were mIAP block -6, SENP1 inh 4, hIAP inh 3, mIAP act 1.1, APOBEC3A inh -2, hIAP activ 0.97, APOBEC3G inh -1, MIN6 prolif -2 and NALP3 yeast inh -2.
Screening CCOC(=O)CC(=O)CSc1nc(-c2cccnc2)ccc1C#N returned mIAP block -13, SENP1 inh -26, hIAP inh 12, mIAP act 1.1, APOBEC3A inh 1, hIAP activ 0.88, APOBEC3G inh -4, MIN6 prolif -2 and NALP3 yeast inh -2.
Cc1nn(S(=O)(=O)c2ccc(Br)cc2)c(C)c1S(=O)(=O)N1CCOCC1 was read as mIAP block 4, SENP1 inh 1, hIAP inh -11, mIAP act 0.96, APOBEC3A inh -4, hIAP activ 1.1, APOBEC3G inh -4, MIN6 prolif -2 and NALP3 yeast inh -5.
`OCCNCC12CC3CC(CC(C3)C1)C2` gave mIAP block 0, SENP1 inh 1, hIAP inh -3, mIAP act 1, APOBEC3A inh 1, hIAP activ 1, APOBEC3G inh -6, MIN6 prolif -1 and NALP3 yeast inh -8.
For CC(C)c1ccc(O)c(N)c1 the results were mIAP block 5, SENP1 inh 1, hIAP inh 11, mIAP act 0.95, APOBEC3A inh -3, hIAP activ 0.89, APOBEC3G inh 1, MIN6 prolif -3 and NALP3 yeast inh 10.
Screening O=C(OCc1csc(-c2ccccc2)n1)c1ccccc1O returned mIAP block -2, SENP1 inh 2, hIAP inh -10, mIAP act 1, APOBEC3A inh 6, hIAP activ 1.1, APOBEC3G inh 0, MIN6 prolif -3 and NALP3 yeast inh 40.
For Fc1ccccc1COc1ccc2ccccc2c1CNc1nn[nH]n1 the results were mIAP block 11, SENP1 inh 0, hIAP inh 29, mIAP act 0.89, APOBEC3A inh -4, hIAP activ 0.71, APOBEC3G inh -6, MIN6 prolif -2 and NALP3 yeast inh 1.
Screening O=C1/C(=C/c2cccc([N+](=O)[O-])c2)CSc2ccc(Cl)cc21 returned mIAP block 10, SENP1 inh 1, hIAP inh 3, mIAP act 0.9, APOBEC3A inh -4, hIAP activ 0.97, APOBEC3G inh -8, MIN6 prolif 0 and NALP3 yeast inh -6.
For COc1ccc2c(c1)nc(SCC(=O)C(C)(C)C)n2C the results were mIAP block 10, SENP1 inh 0, hIAP inh -9, mIAP act 0.9, APOBEC3A inh -4, hIAP activ 1.1, APOBEC3G inh -6, MIN6 prolif -2 and NALP3 yeast inh 10.
Cc1cccc(NC(=O)CSc2nc3nc(C)cc(C)c3c(=O)[nH]2)c1 was read as mIAP block -7, SENP1 inh 0, hIAP inh 1, mIAP act 1.1, APOBEC3A inh 6, hIAP activ 0.99, APOBEC3G inh -1, MIN6 prolif -1 and NALP3 yeast inh 11.
COc1ccc(CNC(=O)CSc2cccc3cccnc23)cc1 was read as mIAP block -7, SENP1 inh -1, hIAP inh -6, mIAP act 1.1, APOBEC3A inh -1, hIAP activ 1.1, APOBEC3G inh -2, MIN6 prolif -3 and NALP3 yeast inh -5.
COc1ccc(CCN(C)C(=O)c2ccc(S(=O)(=O)Nc3ccccc3C)cc2)cc1OC was read as mIAP block 11, hIAP inh 18, mIAP act 0.89, APOBEC3A inh -6, hIAP activ 0.82, APOBEC3G inh 2, MIN6 prolif -5 and NALP3 yeast inh 12.
For O=C(O)/C(=C\c1ccc(Br)cc1)c1ccc(S(=O)(=O)N2CCCCC2)s1 the results were mIAP block 0, SENP1 inh -1, hIAP inh -6, mIAP act 1, APOBEC3A inh 8, hIAP activ 1.1, APOBEC3G inh 4, MIN6 prolif -3 and NALP3 yeast inh 2.
Cc1nn(C)c(C)c1S(=O)(=O)Nc1ccc2c(c1)OCO2 was read as mIAP block -8, SENP1 inh -2, hIAP inh -4, mIAP act 1.1, APOBEC3A inh -2, hIAP activ 1, APOBEC3G inh -3, MIN6 prolif -3 and NALP3 yeast inh 12.
Screening O=C(CN1CCN(C2CCCCC2)CC1)Nc1cccc2ccccc12 returned mIAP block 3, SENP1 inh -1, hIAP inh -2, mIAP act 0.97, APOBEC3A inh 1, hIAP activ 1, APOBEC3G inh -8, MIN6 prolif -1 and NALP3 yeast inh 15.
For COc1ccc(-c2cc(C(=O)NC(Cc3c[nH]c4ccccc34)C(=O)O)c(C)o2)cc1OC (stereo not given) the results were mIAP block -1, SENP1 inh 2, hIAP inh 1, mIAP act 1, APOBEC3A inh 2, hIAP activ 0.99, APOBEC3G inh -5, MIN6 prolif -1 and NALP3 yeast inh 10.
For CSc1nc2nc3c(cc2c(=O)n1-c1ccccc1C)CCCC3 the results were mIAP block 19, SENP1 inh -4, hIAP inh 0, mIAP act 0.81, APOBEC3A inh 6, hIAP activ 1, APOBEC3G inh -1, MIN6 prolif -5 and NALP3 yeast inh 10.
COC(=O)Cc1cc(=O)oc2c(C)c(O)ccc12 was read as mIAP block 10, SENP1 inh -23, hIAP inh 0, mIAP act 0.9, APOBEC3A inh -1, hIAP activ 0.99, APOBEC3G inh -3, MIN6 prolif 4 and NALP3 yeast inh 8.
`COC(=O)COn1c(SCC(=O)OC)nc2ccccc2c1=O` gave mIAP block -6, SENP1 inh 0, hIAP inh -20, mIAP act 1.1, APOBEC3A inh -7, hIAP activ 1.2, APOBEC3G inh -8, MIN6 prolif -1 and NALP3 yeast inh 23.
For O=C(NC1CCCCC1)C1CCC(CNS(=O)(=O)c2cccc3nsnc23)CC1 (stereo not given) the results were mIAP block -8, SENP1 inh 3, hIAP inh 10, mIAP act 1.1, APOBEC3A inh -3, hIAP activ 0.9, APOBEC3G inh -9, MIN6 prolif -1 and NALP3 yeast inh 3.
Cn1nc(C(=O)OCC(=O)Nc2ccc(F)cc2Cl)c2ccccc2c1=O was read as mIAP block 4, SENP1 inh 3, hIAP inh 1, mIAP act 0.96, APOBEC3A inh 3, hIAP activ 0.99, APOBEC3G inh -4, MIN6 prolif -2 and NALP3 yeast inh 14.
COc1cc(CNCc2ccccn2)ccc1OCc1c(Cl)cccc1Cl was read as mIAP block -44, SENP1 inh 4, hIAP inh 7, mIAP act 1.4, APOBEC3A inh -4, hIAP activ 0.93, APOBEC3G inh -5, MIN6 prolif -3 and NALP3 yeast inh 32.
`CCNc1nc(NCC)n2c(SCC(=O)Nc3c(C)cccc3C)nnc2n1` gave mIAP block 7, SENP1 inh 2, hIAP inh 6, mIAP act 0.93, APOBEC3A inh 6, hIAP activ 0.94, APOBEC3G inh 1, MIN6 prolif -3 and NALP3 yeast inh 12.
`Cc1cc2c(=O)n(CC(=O)N3CCN(c4ccc(F)cc4)CC3)cnc2s1` gave mIAP block -8, SENP1 inh 2, hIAP inh -11, mIAP act 1.1, APOBEC3A inh -7, hIAP activ 1.1, APOBEC3G inh -5, MIN6 prolif -3 and NALP3 yeast inh 28.
COc1ccc(S(=O)(=O)Cc2ccc(C(=O)N3CCN(c4ccccn4)CC3)o2)cc1 was read as mIAP block 6, SENP1 inh 3, hIAP inh 9, mIAP act 0.94, APOBEC3A inh 0, hIAP activ 0.91, APOBEC3G inh -2, MIN6 prolif -1 and NALP3 yeast inh 1.

An excerpt; count on the stated rates, not on these rows.
